Bioassay records (PubChem BioAssay)
APOBEC3A inh: human APOBEC3A DNA deaminase inhibition | recombinant A3A, FAM/TAMRA ssDNA deamination fluorescence | inhibition, % at 20 µM | hit rate 0.41% among 330,000 | AID 493011;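 active means at least 40% inhibition at 20 µM here, with at most 30% in a related deaminase screen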;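 further: plate controls were A3A with DMSO for no effect and wells lacking A3A enzyme for full effect; some results filed as inactive read as strong as hits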
mIAP block: mouse IAP inhibition | hit rate 0.2% among 330,000 | inhibition, % at 10 µM | purified mouse IAP, CDP-Star luminescence, 30 min;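 active means inhibition of at least 40% at 10 µM in the primary screen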;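 further: plate controls were DMSO with enzyme for no effect and no enzyme wells for full effect; values of inactives mirror those of a sister screen read the other way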
MIN6 prolif: inducers of beta-cell replication in MIN6 cells; MIN6 cells proliferation, ATPlite luminescence, 48 h; cells starved in 0.2% serum; 100% = growth in 10% serum; proliferation, % at 10 µM; hit rate 0.29% among 330,000; AID 2380;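 active means compounds whose signal lies at least 3.5 SD above the mean of all wells on their plate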;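 further: 0% = DMSO-treated cells in low-serum medium and 100% = 10% serum control; some compounds called inactive have numbers as strong as hits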
APOBEC3G inh: inhibitors of human APOBEC3G DNA deaminase | Q9HC16 | recombinant A3G, ssDNA deamination FAM/TAMRA fluorescence | inhibition, % at 20 µM | hit rate 0.28% among 330,000 | AID 493012;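 active means inhibition of at least 40% at 20 µM, with no more than 30% in the related APOBEC3A deaminase screen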;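 further: plate controls were DMSO wells with A3G for no effect and wells lacking A3G enzyme for full effect; some compounds called inactive have numbers as strong as hits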
Target sequence (Q9HC16 whole entry, looked up): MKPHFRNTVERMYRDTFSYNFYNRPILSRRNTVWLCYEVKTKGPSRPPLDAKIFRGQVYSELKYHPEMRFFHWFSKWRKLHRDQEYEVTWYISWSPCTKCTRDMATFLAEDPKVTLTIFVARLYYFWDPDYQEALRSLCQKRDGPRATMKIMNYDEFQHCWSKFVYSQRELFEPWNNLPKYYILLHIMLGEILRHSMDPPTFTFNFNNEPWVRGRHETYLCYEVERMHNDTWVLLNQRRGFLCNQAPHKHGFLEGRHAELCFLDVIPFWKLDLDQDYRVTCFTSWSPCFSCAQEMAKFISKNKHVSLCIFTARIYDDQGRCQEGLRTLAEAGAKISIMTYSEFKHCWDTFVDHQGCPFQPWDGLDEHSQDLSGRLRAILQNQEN
hIAP act: increases human intestinal alkaline phosphatase activity | activation factor at 10 µM | P09923 | hit rate 0.16% among 330,000 | purified human IAP, CDP-Star luminescence, 30 min; stronger effect = higher value; 1 = vehicle-only enzyme, 0 = enzyme-free background | AID 2524;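 active means activation factor of the enzyme at least 2-fold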; further: the source names both 10 and 20 µM as test concentration; values of inactives mirror those of a sister screen read the other way
Target sequence (P09923 whole entry, looked up): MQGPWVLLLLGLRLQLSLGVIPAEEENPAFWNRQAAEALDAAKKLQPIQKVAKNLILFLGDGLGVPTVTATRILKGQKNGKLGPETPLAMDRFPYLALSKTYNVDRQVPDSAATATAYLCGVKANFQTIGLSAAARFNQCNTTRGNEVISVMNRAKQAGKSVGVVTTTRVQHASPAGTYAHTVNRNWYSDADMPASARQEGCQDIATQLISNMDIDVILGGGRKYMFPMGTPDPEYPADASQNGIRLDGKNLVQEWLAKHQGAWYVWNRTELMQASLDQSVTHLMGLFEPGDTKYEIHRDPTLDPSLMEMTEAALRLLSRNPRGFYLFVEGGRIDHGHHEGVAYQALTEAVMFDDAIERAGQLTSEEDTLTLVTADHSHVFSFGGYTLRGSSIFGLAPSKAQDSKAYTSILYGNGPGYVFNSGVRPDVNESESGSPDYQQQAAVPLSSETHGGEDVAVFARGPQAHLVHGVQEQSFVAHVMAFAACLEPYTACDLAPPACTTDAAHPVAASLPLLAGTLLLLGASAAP
ATG4B inhibitor: ATG4B (human) cysteine protease inhibition | ATG4B cleavage of LC3-PLA2, NBD-HPC fluorescence, 1 h | Q9Y4P1 | hit rate 0.51% among 340,000 | inhibition, % at 8.33 µM; in the data active means inhibition above about 40%
hIAP block: human IAP inhibition. P09923. purified IAP, CDP-Star luminescence, 30 min. inhibition, % at 10 µM. hit rate 0.12% among 330,000;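 active means inhibition reaching a set limit with compound at 10 µM in the primary screen, cut at about 35% in these data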;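 further: plate controls were DMSO wells with enzyme for no effect and no-enzyme buffer wells for full effect; values of inactives mirror those of a sister screen read the other way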
MPTP block: inhibitors of mitochondrial permeability transition pore; inhibition, % at 10 µM; hit rate 1.4% among 360,000; isolated mouse mitochondria, Ca2+ swelling absorbance, 30 min; AID 602449;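 active means inhibition of 50% or more, scaled per plate between neutral and stimulator controls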;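 further: 0% = DMSO wells given calcium and 100% = 1 mM EGTA wells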
mIAP activ: mouse IAP activation. activation factor at 10 µM. hit rate 0.24% among 330,000. muIAP, CDP-Star luminescence, 30 min; stronger effect = higher value; 1 = vehicle-only enzyme signal, 0 = enzyme-free wells;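 active means activation factor of at least 2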; further: the source names both 10 and 20 µM as test concentration; values of inactives mirror those of a sister screen read the other way
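System: mouse IAP enzyme. Reagent: CDP-Star chemiluminescent phosphatase substrate. Benchmarks: DMSO wells, no-enzyme wells. Times: 30 min enzyme-substrate-compound incubation at room temperature. Detection: luminescence from enzymatic CDP-Star hydrolysis. Doses: test compounds delivered from DMSO solution.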
Starred values were filed as active, the others as inactive; . = not tested or not shown.

SMILES	APOBEC3A inh	mIAP block	MIN6 prolif	APOBEC3G inh	hIAP act	ATG4B inhibitor	hIAP block	MPTP block	mIAP activ
COCc1nnc(NS(=O)(=O)c2c(C)cc(C)cc2C)s1	-5	6	-1	-9	0.94	-1	6	3.2	0.94
O=C(O)CSc1nnc(-c2cccnc2)n1Cc1ccccc1	2	7	0	-2	0.8	18	20	-1.9	0.93
CCOc1ccccc1NC(=O)CC(O)(C(F)(F)F)C(F)(F)F	4	4	1	0	0.97	-8	3	2.5	0.95
CC(C)CN(CC(C)C)c1ccc(/C=N/n2cnnc2)cc1[N+](=O)[O-]	-2	13	-2	-5	1	5	-4	6.7	0.87
CN(C)c1ccc(C(C(=O)NC2CCCC2)N(C(=O)c2csnn2)C2CC2)cc1 (configuration not stated)	-3	0	4	-6	1.1	-5	-9	1.0	1
Cc1ccnc(N2CCN(c3cc(C)c(C#N)c4nc5ccccc5n34)CC2)c1	-3	-14	-1	-8	0.88	-1	12	8.0	1.1
COc1ccc(CN2CCNC(=O)C2CC(=O)N(C)Cc2nonc2C)c(F)c1 (configuration not stated)	-3	15	4	-4	1.1	5	-8	-2.3	0.85
COc1ccc(/C=C/C(=O)Oc2ccc(/C=N/NC(=O)c3ccncc3)cc2)cc1	3	2	-3	8	1.1	-2	-7	-1.0	0.98
O=S(=O)(Nc1cccc2c1CCCC2)c1cccc(C(F)(F)F)c1	0	4	-3	-7	1.1	26	-6	13	0.96
O=C1C2C3CCCC3=C3CCCC3C2C(=O)N1c1ccccc1 (configuration not stated)	1	-10	0	1	1.1	-4	-9	-7.4	1.1
O=C(c1cc(-c2ccncc2)nc2ccccc12)N1CCN(c2ccc(N3CCOCC3)nn2)CC1	0	1	-5	2	1.1	-2	-10	-0.6	0.99
CCCCCCc1cc2cc(C(=O)Nc3ccccc3)c(=O)oc2cc1O	-3	16	-5	-7	0.96	-3	4	73*	0.84
Cc1ccc2nc(SCC(=O)Nc3cccc(Cl)c3)nc(=O)n2c1	0	3	-2	-8	1.1	-8	-10	-0.6	0.97
CN(c1ccc(OCC(=O)Nc2nc3ccccc3s2)cc1)S(=O)(=O)c1ccccc1	-4	14	-4	-8	1.2	2	-18	26	0.86
COc1cccc(NC(=O)CN(c2cccc(C(F)(F)F)c2)S(C)(=O)=O)c1	-1	-12	-1	-3	1.1	-17	-6	0.9	1.1
COc1cc2c(cc1NC(=O)CSc1nc3ccc(C)cc3[nH]1)oc1ccccc12	3	-5	-3	5	0.94	.	6	.	1
Cc1ccc2c(c1)NC(=O)C(CC(=O)O)O2 (configuration not stated)	-2	1	-4	-5	0.88	-2	12	-1.5	0.99
Cc1onc(-c2ccccc2)c1-c1csc(COc2ccccc2)n1	-2	2	1	-6	0.94	9	6	2.9	0.98
O=C(c1cccc(F)c1)N1CCCC(C(=O)N2CCN(c3ccccc3)CC2)C1 (configuration not stated)	-3	-10	1	-4	1.2	-8	-18	0.6	1.1
COc1ccc(C(=O)OCC(=O)c2ccc(C3CCCCC3)cc2)cc1	-3	2	0	0	0.86	1	14	-0.4	0.97
C=CCn1c(SCC(=O)NCCOC)nnc1-c1cc2c(s1)CCC(CC)C2 (configuration not stated)	0	1	-1	1	1	4	-1	0.7	0.99
Nc1nc(-c2ccc(Cl)cc2)nn1C(=O)c1cccnc1	-5	9	-3	-5	0.8	-7	20	0.2	0.91
Cc1noc(C)c1COc1cccc(C(=O)Nc2ccccc2N2CCOCC2)c1	-4	4	4	-8	0.87	2	13	2.5	0.96
CC(C)Cc1nnc(NC(=O)CSc2ccccn2)s1	0	-10	-1	1	0.97	-8	3	-0.2	1.1
CN(C)S(=O)(=O)c1ccc(NC(=O)C2CC3C=CC2C3)cc1 (configuration not stated)	0	-6	0	-5	0.96	4	4	0.3	1.1
Cc1cc(C)cc(N(CC(=O)NCc2ccc(F)cc2)C(=O)c2snc(C(N)=O)c2N)c1	-3	-1	0	-13	0.99	25	1	1.5	1
Cc1ccc(N(CC(=O)NC2CCCCC2)S(=O)(=O)c2c(C)nn(C)c2C)cc1	-4	-3	3	-7	1.2	4	-18	-1.4	1
Cn1c(-c2ccc(F)cc2)cnc1NCc1ccccc1F	-2	8	-1	-4	0.77	3	23	2.0	0.92
CCOC(=O)NC(=O)/C(N=Nc1cc(C)cc(C)c1)=C(\C)O	-1	4	2	-5	1.1	6	-13	0.6	0.96
COc1ccc(C2C(C#N)=C(N)N(c3cccnc3)C3=C2C(=O)CC(C)(C)C3)cc1OC (configuration not stated)	0	-1	-2	-2	1.2	-2	-20	-1.1	1

Sorted by count of non-hydrogen atoms (ascending): part of the list above
SMILES	APOBEC3A inh	mIAP block	MIN6 prolif	APOBEC3G inh	hIAP act	ATG4B inhibitor	hIAP block	MPTP block	mIAP activ
CCOC(=O)NC(=O)/C(N=Nc1cc(C)cc(C)c1)=C(\C)O	-1	4	2	-5	1.1	6	-13	0.6	0.96
COc1ccc(C(=O)OCC(=O)c2ccc(C3CCCCC3)cc2)cc1	-3	2	0	0	0.86	1	14	-0.4	0.97
C=CCn1c(SCC(=O)NCCOC)nnc1-c1cc2c(s1)CCC(CC)C2 (configuration not stated)	0	1	-1	1	1	4	-1	0.7	0.99
Cc1noc(C)c1COc1cccc(C(=O)Nc2ccccc2N2CCOCC2)c1	-4	4	4	-8	0.87	2	13	2.5	0.96

Further structures follow:
SMILES	APOBEC3A inh	mIAP block	MIN6 prolif	APOBEC3G inh	hIAP act	ATG4B inhibitor	hIAP block	MPTP block	mIAP activ
Cn1cc(S(=O)(=O)Nc2ccc3c(c2)OCCO3)cn1	0	-4	-2	-3	0.94	-5	6	0.8	1
CSCCC(NC(=O)COc1ccccc1)C(=O)NCC1COc2ccccc2O1 (configuration not stated)	-3	-2	-1	-6	0.95	-2	5	0.3	1
S=C(Nc1ccccc1Cl)Nc1ccc(Cl)cc1Cl	-4	2	-5	-2	1.2	-6	-20	14	0.98
FC(F)(F)c1cc(CCN2C(=S)NC[C@@H]2c2ccccc2)cc(C(F)(F)F)c1	3	-4	-8	11	1	-4	0	-0.2	1
CCN(CC)C(C)C(=O)Nc1c2c(cc3c1CCC3)CCC2 (configuration not stated)	-2	-11	-3	-7	1	1	-1	1.4	1.1
CC1=C(C(=O)NC(C)c2ccc3c(c2)OCCO3)C2(CCC(C)CC2)OC1=O (configuration not stated)	-4	-4	-3	-7	0.76	2	24	-2.1	1
CCN(CC(=O)NCc1cccs1)C(=O)Cc1ccc(Cl)c(Cl)c1	-4	-4	-4	-10	1.1	-4	-10	-0.5	1
O=C(c1ccco1)N1CCN(C(c2ccccc2Cl)c2nnnn2Cc2ccco2)CC1 (configuration not stated)	-6	-2	1	-5	0.87	-16	13	-2.3	1
O=C(CN1CCOCC1)Nc1ccc2c(c1)OC(F)(F)O2	3	-7	-2	-3	1.1	-2	-15	-0.1	1.1
CC(=O)N1CCC2(CC1)CC(=O)c1cc(OCC(=O)NCc3ccc(C)cc3)ccc1O2	-7	0	-2	-9	0.95	5	5	-0.1	1
COc1ccc(C(C)=O)cc1COC(=O)C(CO)NS(=O)(=O)c1ccc(Br)cc1 (configuration not stated)	6	3	6	-11	1.2	-13	-16	-2.1	0.97
CC1CCCC(C)N1C(=O)COC(=O)CCC(=O)c1ccc(F)cc1 (configuration not stated)	1	-7	-2	-4	1.1	-5	-8	-0.1	1.1
COc1ccc2oc(C)c(C(=O)c3ccc([N+](=O)[O-])cc3)c2c1	-3	20	0	-12	1.2	4	-20	0.1	0.8
O=c1cc(-c2cccc(F)c2)[nH]c2ccccc12	2	3	-6	-10	0.93	1	7	0.5	0.97
CCCOc1ccc(-c2nnn(CC(=O)c3c[nH]c4ccccc34)n2)cc1	-3	-10	2	-8	1	1	0	4.3	1.1

Printed as active in MPTP block (from the list above):
Structure,APOBEC3A inh,mIAP block,APOBEC3G inh,hIAP act,ATG4B inhibitor,hIAP block,MPTP block,mIAP activ
CCCCCCc1cc2cc(C(=O)Nc3ccccc3)c(=O)oc2cc1O,-3,16,-7,0.96,-3,4,73*,0.84

More results follow.
SMILES	APOBEC3A inh	mIAP block	MIN6 prolif	APOBEC3G inh	hIAP act	ATG4B inhibitor	hIAP block	MPTP block	mIAP activ
Cc1cc(C)nc(/N=C(/NC(=O)Nc2ccc(Cl)c(Cl)c2)Nc2ccccc2)n1	-2	-4	-3	-9	1	.	-1	.	1
CCn1cnc2sc(C(=O)N(Cc3ccc(N(C)C)cc3)Cc3ccco3)c(C)c2c1=O	-3	-4	7	-4	0.97	14	3	-0.1	1
O=C(CC1C[C@H](C(=O)N2CCCCC2)[C@@]2(CCc3ccccc3)c3[nH]c4ccccc4c3CCN2C1=O)NCc1cccc(C(F)(F)F)c1 (some centres not stated)	-5	-17	-5	-8	0.84	-6	16	-0.1	1.2
Cn1c(=O)c2c(-c3ccccc3)n(-c3ccccc3O)cc2n(C)c1=O	-4	4	-3	-4	1.3	-3	-28	-0.6	0.96
O=S(=O)(Nc1c(O)ccc2ccccc12)c1ccccc1	2	5	-4	7	1.2	-4	-22	4.7	0.95
Nc1cccc(-c2cn3cccnc3n2)c1	0	-1	-4	-3	1.3	3	-28	2.5	1
CCCCCCCCCCCC(=O)NC1CCS(=O)(=O)C1 (configuration not stated)	5	-7	-1	-2	1	-2	-1	13	1.1
O=C(CCN1C(=O)C2C3C=CC(C3)C2C1=O)Nc1ccc2c(c1)OCO2 (configuration not stated)	0	5	0	-2	0.85	-9	15	0.7	0.95
Cc1c(N(C)C(=O)c2ccc3c(c2)OCO3)c(=O)n(-c2ccccc2)n1C	-2	3	-5	-10	1	-7	-3	-0.5	0.97
O=C(Nc1ccc(OCc2ccccc2)cc1)c1cccc([N+](=O)[O-])c1	0	-1	0	-4	0.95	11	4	7.9	1
CC(C)CC(NC(=O)C(NC(=O)OC(C)(C)C)C(C)C)C(N)=O (configuration not stated)	-2	6	-2	-4	0.98	-4	2	-0.4	0.94
Cn1ccc(=NC=C(C#N)C#N)c2ccccc21	-3	10	0	-6	0.78	2	22	-0.8	0.9
O=C(CCNC(=O)c1ccc([N+](=O)[O-])cc1)Nc1ccc(F)cc1	-6	2	-4	-6	1.2	-4	-15	-0.4	0.98
N#Cc1cc(-c2ccccc2)oc1NC(=O)c1ccco1	1	2	-1	-2	0.98	-9	2	2.5	0.98
CCCn1nnc(NC(=S)NC(=O)c2cccs2)n1	0	24	0	-7	0.93	1	7	0.4	0.76

Structures above that have a cyano group:
SMILES	APOBEC3A inh	mIAP block	MIN6 prolif	APOBEC3G inh	hIAP act	ATG4B inhibitor	hIAP block	MPTP block	mIAP activ
Cc1ccnc(N2CCN(c3cc(C)c(C#N)c4nc5ccccc5n34)CC2)c1	-3	-14	-1	-8	0.88	-1	12	8.0	1.1
COc1ccc(C2C(C#N)=C(N)N(c3cccnc3)C3=C2C(=O)CC(C)(C)C3)cc1OC (configuration not stated)	0	-1	-2	-2	1.2	-2	-20	-1.1	1
Cn1ccc(=NC=C(C#N)C#N)c2ccccc21	-3	10	0	-6	0.78	2	22	-0.8	0.9
N#Cc1cc(-c2ccccc2)oc1NC(=O)c1ccco1	1	2	-1	-2	0.98	-9	2	2.5	0.98
